# NCI-60 one-dose screen, 48 h, at 10 µM unless noted. Numbers give growth in % (100 = growth as untreated, 0 = no growth, -100 = all killed).
# SF-539 – SF-539 CNS cancer | 81,000 compounds, 6.8% hits | AID 1794752
# SF-295 – SF-295 CNS cancer cells; 79,000 compounds, 5.6% hits; AID 1794758
# OVCAR-8 – OVCAR-8 ovarian cancer | 81,000 compounds, 4.4% hits | AID 1794782
# SNB-19 – SNB-19 CNS cancer cells | 81,000 compounds, 2.5% hits
# SF-268 – SF-268 CNS cancer cells | 82,000 compounds, 3.1% hits | AID 1794759
# DU-145 – DU-145 prostate cancer; AID 1794760; 81,000 compounds, 4.2% hits
# PC-3 – PC-3 prostate cancer cells. 80,000 compounds, 3.9% hits. AID 1794754
# U251 – U251 CNS tumor cells; 80,000 compounds, 5.4% hits; AID 1794753
# Starred values were filed as active, the others as inactive; nt = no result given; & = joins results of further samples; [ ] = remark or other dose. The calls were made as follows: active = growth percent below 10; inactive = the rest.
SMILES,SF-539,SF-295,OVCAR-8,SNB-19,SF-268,DU-145,PC-3,U251
O=CNC1(c2ccccc2)CCCCC1,106,105,106,98,95,97,108,98
Cc1cc(C)cc(-n2nnc3ccccc3c2=O)c1,112,81,110,108,105,114,98,103
O=[N+]([O-])c1cccc(-c2nnc(CSc3nnc(-c4ccc(Cl)cc4Cl)o3)o2)c1,98,105,98,102,98,109,94,101
COc1ccc(-c2nsc3c2NC(=O)CC3c2cccc(OC)c2)cc1 (stereo unspecified),13,15,46,70,62,14,24,38
O=C1C(Cl)=C(NCCCN2CCOCC2)C(=O)c2ccccc21,125,109,96,92,106,126,80,98
O=S(=O)(O)c1ccc(Sc2ccc(S(=O)(=O)O)cc2)cc1,95,103,108,97,95,102,90,95
CN(C)N=Nc1cccc([N+](=O)[O-])c1,89,194,94,97,100,114,80,91
O=C(O)c1cccc(-n2ncc(Cl)c(Cl)c2=O)c1,101,102,107,102,108,114,89,101
COc1ccc(Cn2cc(CSc3nc4ccccc4s3)nn2)cc1,97,102,103,101,95,103,96,101
S=C1NCCO1,89,95,116,95,91,106,125,99
COc1ccc(-c2csc(NC3=CC(c4ccc5c(c4)OCO5)OC3=O)n2)cc1 (stereo unspecified),95,101,106,109,104,111,88,90
COc1ccc2cc(N3CCCC3=O)ccc2c1,107,106,113,105,111,115,101,109
OC/C=C\CO,106,96,100,102,101,110,100,96
CCN(CC)c1ccc2c(c1)OS(=O)(=O)N=C2,100,99,107,101,98,108,100,99
CC(C(=O)O)c1ccc(-c2ccccc2)cc1 (stereo unspecified),101,100,98,102,105,nt,96,95
Cc1cccc(C)c1NC(=O)N/N=c1\cc(C)c2ccc(O)cc2o1,104,100,100,89,104,104,88,90
O=C(Nc1ccnc(F)c1)[C@H](O)[C@@H](O)C(=O)N1CCOCC1,103,90,91,96,101,114,86,93
NS(=O)(=O)c1ccc(CCN2C(=O)/C(=C/c3ccccc3)C=C2c2ccccc2)cc1,95,95,112,97,96,111,87,103
O=C(Cc1c[nH]c2ccccc12)N=Nc1c(O)[nH]c2ccc(Br)cc12,94,90,98,98,90,109,79,91
O=C(CN1CCOCC1)Nc1ccc(S(=O)(=O)c2ccc(NC(=O)CN3CCOCC3)cc2)cc1,99,nt,107,108,103,107,86,101
CNC(=O)SC1=NS(=O)(=O)c2ccc(Cl)cc2N1,99[100 µM],107[100 µM],103[100 µM],97[100 µM],98[100 µM],105[100 µM],99[100 µM],101[100 µM]
Clc1ncnc2scc(C3COc4ccccc4O3)c12 (stereo unspecified),94,nt,93,100,101,77,99,90
CCC(O)(c1ccccc1)C(C)CN1CCCCC1 (stereo unspecified),96,86,100,107,104,107,99,104
COc1ccc2occ(C3=C(c4c[nH]c5ccccc45)C(=O)N(O)C3=O)c2c1,102,105,91,92,92,102,81,92
CCCSc1cc(Cl)nc(N)n1,101,106,113,97,100,113,104,103

# Next section (six carried over from the part before).
SMILES,SF-539,SF-295,OVCAR-8,SNB-19,SF-268,DU-145,PC-3,U251
O=C(CN1CCOCC1)Nc1ccc(S(=O)(=O)c2ccc(NC(=O)CN3CCOCC3)cc2)cc1,99,nt,107,108,103,107,86,101
CNC(=O)SC1=NS(=O)(=O)c2ccc(Cl)cc2N1,99[100 µM],107[100 µM],103[100 µM],97[100 µM],98[100 µM],105[100 µM],99[100 µM],101[100 µM]
Clc1ncnc2scc(C3COc4ccccc4O3)c12 (stereo unspecified),94,nt,93,100,101,77,99,90
CCC(O)(c1ccccc1)C(C)CN1CCCCC1 (stereo unspecified),96,86,100,107,104,107,99,104
COc1ccc2occ(C3=C(c4c[nH]c5ccccc45)C(=O)N(O)C3=O)c2c1,102,105,91,92,92,102,81,92
CCCSc1cc(Cl)nc(N)n1,101,106,113,97,100,113,104,103
O=C1CSC(=S)N1Nc1ccccc1,94&100,99,110&104,109&100,97&109,106&125,92&93,101&100
Cn1c(COC(=O)N2CCCCC2)nc2c(N3CCOCC3)nc(Cl)nc21,94,101,97,92,91,106,103,102
O=C(O)c1cc(C(Cl)C(Cl)(Cl)Cl)ccc1O (stereo unspecified),95,102,98,105,101,100,95,99
CC(C)Cc1cc(CNS(=O)(=O)Cc2ccccc2)nn1-c1ccccc1,119,108,85,102,102,109,94,101
CC(C)(C)n1cc(-c2ccnc(NCCNS(=O)(=O)c3cccc(F)c3)c2)c(-c2cccc(F)c2)n1,81,77,83,96,92,90,58,72
COc1ccc2c(c1)O/C(=C\c1ncc([N+](=O)[O-])n1C)C2=O,-61*,-35*,-21*,2.0*,-18*,-19*,7.5*,-13*
CCOC(=O)C1=C(C)O/C(=C/c2ccccc2)C1=O,97,132,97,107,106,105,94,95
CCOC(=O)N(CC)CC,89,103,95,93,110,116,97,102
CC(=O)Nc1cc(C)cc(C)c1,104,98,102,105,108,114,101,100
CCOC(=O)c1cc(C(=O)c2cc(OC)cc(OC)c2)n2ccc(/C=C/c3ccn4c(C(=O)c5cc(OC)cc(OC)c5)cc(C(=O)OCC)c4c3)cc12,100,101,98,97,93,104,99,100
Cc1nn(-c2ccccc2)c2nc3c(nc12)C(=O)CC(C)(C)C3,nt,103,nt,101,105,109,99,104
Cc1c(N=NC2C(=O)NN(c3nc(-c4ccco4)c(C#N)c(=O)n3C)C2=O)c(=O)n(-c2ccccc2)n1C (stereo unspecified),98,123,106,98,105,115,110,95
COc1ccccc1NC(=S)/N=C/c1c(O)cc(C)oc1=O,100,91,101,99,102,114,88,92
C=CCSC1=NC2C(N(CC)C(=O)N2CC)N1/N=C/C=C/c1ccccc1OC (stereo unspecified),78,59,84,80,89,92,62,74
CC[Si](CC)(CC)OC1[C@@H](O[Si](CC)(CC)CC)[C@@H](CNC(=O)NC)O[C@H]1n1cnc2c(NC(=O)Nc3ccccc3)ncnc21 (stereo partly specified),99,59,93,nt,67,89,11,83
CCCCCCCNC(=O)CCCNc1ncnc2c1ncn2-c1cccc(C(C)O)c1 (stereo unspecified),94,94,91,96,84,94,85,97
O=C(/C=C/c1ccc(Br)cc1)c1ccc(Br)cc1,122,100,111,107,99,103,91,85
O=C(NNc1nc(N2CCOCC2)nc(N2CCN(C(c3ccccc3)c3ccccc3)CC2)n1)c1ccccc1,102,94,91,92,87,98,78,103
CC[n+]1ccc(Nc2ccc(NC(=O)c3ccc(Nc4cc[n+](CC)c5ccc([N+](=O)[O-])cc45)cc3)cc2)cc1,95,59,79,72,86,92,54,63
Cc1cc(NC(=O)NCc2ccco2)ccc1NC(=O)NCc1ccco1,108,106,111,86,108,112,99,110
O[C@@H]1Cc2ccc3ccccc3c2N[C@H](c2cccs2)C1,118,115,99,105,107,114,nt,100
CCC(CC)COC(=O)c1ccccc1Cl,109,110,102,105,99,102,94,99
CCOC(=O)c1c(-c2ccccc2)c(C#N)c2c(C#N)c(N)nn2c1N,85,78,78,82,90,90,71,88
COC(=O)c1c2c(c(C)[n+]([O-])c1C)C(=O)C(NCc1cccc(Cl)c1)=CC2=O,4.1*,42,-5.8*,9.4*,16,38,4.2*,-6.0*
O=C(Cn1cnc2ccccc21)Nc1cccc2cccnc12,89,67,88,nt,92,104,83,nt

# One compound at a time, as listed above. Order of screens: SF-539	SF-295	OVCAR-8	SNB-19	SF-268	DU-145	PC-3	U251
# `Cc1nn(-c2ccccc2)c2nc3c(nc12)C(=O)CC(C)(C)C3` is listed with nt	103	nt	101	105	109	99	104
# `CCC(CC)COC(=O)c1ccccc1Cl` is listed with 109	110	102	105	99	102	94	99

# (continued)
SMILES,SF-539,SF-295,OVCAR-8,SNB-19,SF-268,DU-145,PC-3,U251
COc1ccc(C2=NN(C=O)C(c3cn(Cc4ccc(Cl)cc4)c4ccccc34)C2)cc1 (stereo unspecified),76,75,75,70,71,93,57,81
CC(C)N(CCCC#N)C(C)C,98,100,93,91,103,107,87,92
COc1ccc(-c2nc(N3N=C(c4ccc(Oc5ccc(Br)cc5)cc4)CC3c3cc(OC)c(OC)c(OC)c3)nc(N3CCOCC3)c2C#N)cc1 (stereo unspecified),97,103,100,97,111,117,95,103
Brc1cccc[n+]1Cc1ccc(C[n+]2ccccc2Br)cc1,93,104,102,110,111,113,89,106
Cc1nc(N)[nH]c(=O)c1CCC1OCCO1,93,nt,104,96,112,111,96,100
C=C(C)[C@@H]1CC[C@]2(C(=O)O)CC[C@]3(C)[C@H](CC[C@@H]4[C@@]5(C)C[C@@H](CC#Cc6ccccc6)C(=O)C(C)(C)[C@@H]5CC[C@]43C)[C@@H]12,49,35,27,46,50,37,35,28
CN(C)C(=S)SCN1C(=O)c2ccc([N+](=O)[O-])cc2S1(=O)=O,102,101,99,94,100,94,nt,94
Cc1nc2ccc(Nc3nc(N4CCOCC4)nc(N4CCOCC4)n3)cc2n1Cc1ccccc1,106,107,89,96,91,105,117,91
O=C(O)/C=C\C(=O)Nc1ccc(-c2ccccc2)cc1,95,93,98,93,107,110,105,98
Clc1ccc2c(c1)nnc1c3cccnc3[nH]c21,100,89,80,88,105,110,103,88
N=C(N)c1ccc(-c2ccc(-c3cncc4ccccc34)s2)cc1F,-98*,-95*,-52*,-76*,-74*,-91*,-94*,-92*
Cc1ccc(/C=C/c2ccccn2)cc1,114,90,102,101,123,122,106,95
CO[C@H](/C(C)=C/C=C/C=C(C)/C=C/C[C@H](O)CC(=O)/C=C/C=C(C)/C=C/[C@@H](C)NC(=O)[C@H](C)C/C=C/C[C@@H](O)Cc1ccc(O)cc1)[C@@H](C)C(=O)O,102,103,106,101,96,108,99,100
N#Cc1c(N)nc(-c2ccccc2)c(C#N)c1N,97,104,99,102,95,103,90,95
Nc1ccc(NC(=O)c2ccc(C(=O)Nc3ccc(N)cc3)cc2)cc1,112,103,105,106,88,102,53,75
CC[C@H](C)[C@@H](C(=O)OC)n1cc(CNC(=O)[C@H](Cc2ccccc2)NC(=O)OCc2ccccc2)nn1,104,96,89,94,95,98,94,89
Cc1cc(OC(=O)c2ccc(Cl)cc2)nc2[nH]c(=O)sc12,100,99,101,101,95,107,98,nt
Cc1nc2cc(O)c(O)cc2cc1Oc1ccc(NC(=O)c2ccc(N3CCOCC3)c(C(F)(F)F)c2)cc1,109,115,101,105,103,102,74,88
CCC(c1ccc(OC)cc1)C(CC)c1ccc(N(C)C)cc1 (stereo unspecified),103,99,112,112,104,99,95,104
O=C(/C=C/c1ccc(F)cc1)c1ccc(Nc2nc(NCCO)nc(N3CCOCC3)n2)cc1,93,97,87,99,90,99,85,56
C=CCOC(=O)CC=C,97,97,93,101,112,113,94,97
Cc1cc(N(CCCNc2ccnc3cc(Cl)ccc23)Cc2ccccn2)nc(N2CCOCC2)n1,91,93,82,94,83,113,74,95
CCCNS(=O)(=O)c1ccc(Cl)cc1,98,88,104,104,106,109,93,99
Cc1nn(-c2ccccc2)cc1/C=C(\C#N)C(=O)Nc1sc2c(c1C#N)CCC2,104,109,101,109,105,102,95,103
Cc1ccc(SCCC(=O)O)cc1,106,98,103,117,112,106,92,99

# Additional entries
SMILES,SF-539,SF-295,OVCAR-8,SNB-19,SF-268,DU-145,PC-3,U251
COc1ccc2oc(C3CCc4ccccc43)cc2c1 (stereo unspecified),103,97,103,94,96,102,91,103
CN(C)CCN1C(=O)c2cccc3c(N)ccc(c23)C1=O,19,21,18,27,17,26,nt,23
Cc1ccc2nc(SCc3ccccc3F)n(-c3ccccc3)c(=O)c2c1,100,89,100,97,113,108,78,99
COc1cc(C(=O)NNC(=O)c2ccc(NC(=O)CC#N)cc2)cc(OC)c1OC,109,104,77,102,99,107,80,92
COc1cc2c(c(OC)c1OC)CCC(c1cccc(NC(=O)C(C)C)c1)O2 (stereo unspecified),109,106,97,103,99,101,89,93
CC(C)CCNC(=O)/C=C/Cn1ccc2ccccc2c1=O,110,105,99,103,100,112,97,94
O=C1OC(=O)C2C1C(c1ccccc1)N1C3C(=O)OC(=O)C3C(c3ccccc3)N21 (stereo unspecified),92,105,104,106,104,106,93,108
CC1CCC(CC(=O)O)(C(=O)O)CC1 (stereo unspecified),90&112,108&109,118&106,107&103,108&99,120&114,100&104,105&108
O=S(=O)(NCCCNc1nccc(-n2ccc3cccnc32)n1)c1cccc(Br)c1,105,105,104,102,103,102,102,106
O=C(NOCCO)c1ccc2cncn2c1Nc1ccc(I)cc1F,66,92,59,58,74,65,81,40
O=C(Cc1n[nH]c(=O)c2ccccc12)OCc1c(Cl)cccc1Cl,95,55,102,105,61,130,80,54
COc1cc(-c2nnc(-c3ccncc3)o2)cc(OC)c1OC,97,111,nt,110,102,106,101,111
CSCCC(NC(=O)c1ccccc1)C(=O)N/N=C1\S/C(=C/c2ccccc2F)C(=O)N1C (stereo unspecified),82,102,84,71,77,91,97,76
C1=Cc2ccccc2CC1,101,112,104,108,97,101,85,94
Cc1[nH]c(=S)[nH]c(=O)c1CCC1OCCO1,96,114,103,nt,106,115,101,100
COc1ccc(/C(O)=C/c2nc3nonc3nc2-c2ccc(OC)cc2)cc1,103,109,91,92,93,109,91,100
N=C(N)SCc1ccc(Br)cc1,99,77,91,92,91,97,92,85
N#Cc1c(N)nc2c(nnn2-c2ccc(F)cc2)c1N,104,103,90,98,110,112,95,90
COC(=O)c1cc(-c2ccncc2)[nH]c(=O)c1C#N,96,93,106,nt,101,106,103,100

# Compound activity (PubChem BioAssay)

# Hits appear at their usual frequency. About 9.2% of those tested had a hit in this group.
